Source: PubChem BioAssay (National Center for Advancing Translational Sciences (NCATS))
IkB sig inh: IkB Signaling; ABC-DLBCL IkBa-CBG/CBR dual luciferase ratio, 4 h; response scale: scaled: untreated 0%, proteasome inhibitor 100%; Potency, µM (titrated, usually from 57.1 µM), for inactives: top-dose IkBa stabilization activation; hit rate 0.04% among 110,000; AID 445, 2006; active means well fitted curve in the direction sought with a large enough effect in the signal ratio, not every such curve was filed as active; inconclusive means small, poorly fitted or top-dose-only effect, or a change in a side signal; the % refers to the signal ratio;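 further: the direction sought is a rising ratio; 0% = basal untreated cells and 100% = reference inhibitor full response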
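In this assay, an IκBα–CBG68 fusion accumulates when IKK-driven degradation is blocked; native CBR normalizes for cell number. OCI-Ly3 cells were treated 4 h with compound and doxycycline, then green and red light read after Chroma-Glo addition.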
p53ts 32C kill: qHTS Screen for Compounds that Selectively Target Cancer Cells with p53 Mutations: Cytotoxicity of p53ts Cells at the Permissive Temperature; H1299-p53A138V at 32C, ATP luminescence viability, 24 h; Potency, µM (doses to about 46.1 µM), inactives show at the highest dose activity change, negative = cytotoxicity, actives largely listed as cytotoxic; hit rate 0.93% among 130,000; AID 924, 2007;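 further: 0% = DMSO and -100% = full killing by reference compound; nearly all actives have a fitted effect of over 55% in size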
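Cells: H1299 p53ts (A138V), 600/well, pre-incubated 16–30 h at 37C. Cpd up to 46 uM, 24 h, 32C. Readout: ATPlite luminescence, 20 min RT. Normalization: DMSO vs tamoxifen 100 uM. AC50 by Hill equation.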
p53ts 39C kill: qHTS Screen for Compounds that Selectively Target Cancer Cells with p53 Mutations: Cytotoxicity of p53ts Cells at the Nonpermissive Temperature; H1299-p53A138V viability at 39C, ATP luminescence, 24 h; AID 902, 2007; Potency, µM (doses to about 46.1 µM), without a hit: top-dose activity change, negative = cell killing, hits mostly cytotoxic; hit rate 1.5% among 130,000; further: nearly all actives have a fitted effect of over 55% in size
Imprint erasure: qHTS Assay for Compounds that Induce Erasure of Genomic Imprints; mouse ES Peg3-LacZ reporter, beta-gal luminescence, 40 h; hit rate 0.02% among 110,000; Potency, µM (doses to about 60.7 µM), without a hit: at the highest dose activity change, positive = activation, usual class: activators;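 further: 0% = negative control wells on the plate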
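Imprint erasure is scored as LacZ activity from the silenced maternal Peg3 allele in feeder-free female ES cells cultured 40 h with LIF. Luminescence is normalized to in-plate negative controls and fitted to the Hill equation.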
* hit, by the source's call; ? = inconclusive; / = no result given; & = joins results of further samples; [ ] = remark or other dose. Unless noted, the call rests on the fitted dose curve; in most records, active means well fitted curve in the direction sought with a large enough effect; inconclusive means small, poorly fitted or top-dose-only effect, or another doubt; inactive means no such curve, though single readings can be large; an effect the other way counts as inactive or inconclusive. Unless noted, on the % scale 0 is the no-effect control and ±100 the full control effect; potency means the concentration at half of the fitted maximal effect.

molecule | p53ts 32C kill | IkB sig inh | p53ts 39C kill | Imprint erasure
COc1ccc(N2CCN(C3(c4ccccc4)C(=O)c4ccccc4C3=O)CC2)cc1 | 5% | 3.5% | -8% | 11%[10.9 µM]
Cc1c(CN2CCCCC2)c(O)n(CCCO)c(=O)c1C#N | -4% | 2.5% | -1% | -6%
COc1ccc(-c2cc(C(F)(F)F)nc(NCc3ccc(F)cc3)n2)cc1 | 1% | 3.4% | -16% | -6%[10.9 µM]
COc1ccc(-c2nc(CS(=O)CC(=O)NCc3ccccc3Cl)c(C)o2)cc1OC (stereo not drawn) | -4% | 3.4% | -12% | 11%[10.9 µM]
O=C(Nc1c(-c2ccccc2)nc2ccccn12)c1ccc(Br)cc1 | -6% | ? | -4% | -11%[10.9 µM]
CC(=O)c1ccc(NC(=O)c2nc3ccccc3n(C)c2=O)cc1 | 2.5µM* | -1.8% | 2.5µM* | -30%[inhibitor][10.9 µM]
CCCc1[nH]nc2c1C(c1ccc(OCCN3CCOCC3)c(OC)c1)C(C#N)=C(N)O2 (stereo not drawn) | -8% | 3.0% | -11% | -89%[inhibitor]
COc1ccc(CNS(=O)(=O)c2ccc(OC)cc2)cc1 | 3% | 0.9% | 11% | 4%
COc1ccc(Cn2ccc3nc(C)c(C(=O)N4CCN(c5ccc(OC)cc5)CC4)cc3c2=O)cc1 | -5% | ? | -17% | -14%[10.9 µM]
CC(C)(C)/C(O)=C/c1nc2ccccc2[nH]c1=O | -16% | / | 16% | /
Cc1ccc(N(C)C(=O)Cn2cnc3onc(-c4ccc(F)cc4)c3c2=O)cc1C | 5% | ? | -4% | 8%[10.9 µM]
CC(NC(=O)C(=O)Nc1c2c(nn1-c1ccc(F)cc1)CSC2)c1ccccc1 (stereo not drawn) | -3% | -0.4% | -24% | 21%[10.9 µM]
COc1cccc(N2C(=O)c3ccncc3C2=O)c1 | -1% | -1.1% | -4% | -15%
COc1ccc(CCNC(=O)CCc2c(C)nc3c(c(C)nn3-c3ccc(C)c(C)c3)c2C)c(OC)c1OC | 8% | ? | -6% | -6%[10.9 µM]
O=C(COc1ccccc1)NCc1ccc2c(c1)CCN2C(=O)c1ccc(F)cc1 | -13% | ? | -27% | -10%[10.9 µM]
COc1ccc(CCNC(=O)Cn2cnc3c(nnn3Cc3ccc(C)cc3)c2=O)cc1OC | -4% | -2.7% | 23% | -1%
Nc1nc(NC(=O)CCCC(=O)O)nn1-c1ccccc1 | 1% | 13% | 13% | -4%
COc1cc(C(=O)O)c([N+](=O)[O-])c(OC)c1OC | 2%[9.22 µM] | 2.4%[11.4 µM] | 10%[9.22 µM] | 5%[10.9 µM]
CCOC(=O)c1ccc(N=c2sc(C(=O)OC)cc(=O)n2CCCN2CCOCC2)cc1 | 18% | ? | 105%[activator] | -31%[inhibitor]
CCCC[S@@](=N)(=O)CC[C@@H](N)C(=O)O | 9%&20% | -3.4%&1.6% | -3%&-12% | /
CCOC(=O)c1cnc2c(C)c(Cl)ccc2c1NCCc1ccc(OC)c(OC)c1 | -4% | ? | -16% | -14%[10.9 µM]
Cc1ccccc1[C@@H](OCCN(C)C)c1ccccc1 | -12%[20.6 µM] | 0.0%[25.6 µM] | 5%[20.6 µM] | -28%[16.8 µM]
CC(Oc1ccc(Br)cc1)C(=O)Nc1ncn[nH]1 (stereo not drawn) | -8% | ? | 25% | 26%[10.9 µM]
CCCNC(=O)c1c(C)nn(-c2cccc(C)c2)c1-n1cccc1 | -25% | ? | -6% | 5%[10.9 µM]
Cc1ccc(N(C)C(=O)C2CCN(S(=O)(=O)c3cn(C)cn3)CC2)cc1 | 5% | 0.8% | 8% | 7%[10.9 µM]
Cc1ccc(-c2nnc(NC(=O)c3ccc4c(c3)OCCO4)o2)c(C)c1 | -1% | 9.7% | 44%[activator] | 12%[10.9 µM]
CCCCN(Cc1ccco1)C(=O)c1cc2c(s1)-c1c(C)cccc1OC2 | ? | ? | ? | 17%[10.9 µM]
CCc1cccc(NC(=O)Cn2c(C(=O)OC)cc3sc(Cl)cc32)c1 | -9% | 0.4% | -8% | 13%[10.9 µM]
Cc1ccc2c(c1)c(C)cc(=O)n2CCC(=O)O | 0% | -0.3% | -6% | -7%
CCOc1ccc(NC(=O)c2cccc(N3CCCS3(=O)=O)c2)cc1 | -19% | ? | -23% | 10%[10.9 µM]
CN1CCN(c2ncncc2-c2cccnc2)CC1 | 8% | -1.9%[11.4 µM] | 9% | -4%
CCOC(=O)c1cc(-c2ccc(C)cc2)n(CC(=O)Nc2cccc(C(C)=O)c2)c1C | 13% | -2.1% | ? | -9%[10.9 µM]
COC(=O)c1ccc(C(NC(=O)OCc2ccccc2)/C(=C/[C@@H](C)C(=O)NCc2cc(C)on2)c2cccnc2)cc1 (stereo partly drawn) | 13% | / | -1% | -6%
CCOCC(=O)Nc1nnc(COc2ccc(Cl)cc2)s1 | 2% | 4.4% | 7% | -9%
COc1ccccc1-c1nc(N(C)Cc2ccco2)c2ccccc2n1 | 10% | 2.6%[11.4 µM] | -8% | -18%
Cc1[nH]c2ccccc2c1-c1cc(-c2cc(-c3c(C)[nH]c4ccccc34)nc(N)n2)nc(N)n1 | 2%[9.22 µM] | 1.2%[11.4 µM] | 0%[9.22 µM] | -7%[10.9 µM]
CCOc1ccc(-c2nc(C#N)c(N3CCCCCC3)o2)cc1 | -5% | 2.2% | 3% | -16%
O=C(Nc1ccc(F)cc1C(F)(F)F)C1CCN(c2ncccn2)CC1 | -3% | -1.2% | 3% | -8%[10.9 µM]
CCCSc1ncc(Cl)c(C(=O)N(Cc2ccccc2)c2ccc(OC)cc2)n1 | 6% | ? | -8% | -16%[10.9 µM]
Cc1ccc(O)c(NC(=O)CCS(=O)(=O)c2nc(-c3ccc4c(c3)OCO4)cc(C(F)(F)F)n2)c1 | ? | ? | 3.2µM* | 16%[10.9 µM]
COc1ccc(-c2cnnn2-c2ccc(NC(=O)c3ccco3)cc2)cc1OC | 2% | -3.2% | -4% | 10%
COc1ccc(CNC(=O)C(C)n2c(=O)cc(C)c3c(C)nn(-c4ccccc4)c32)cc1 (stereo not drawn) | -2% | -1.5% | -30% | -7%[10.9 µM]
Clc1ccc(CSc2ncnc3c2ncn3[C@@H]2CCCCO2)cc1 | -1%[9.22 µM] | 0.2%[11.4 µM] | -4%[9.22 µM] | -9%[10.9 µM]
Cn1cc(-c2nc3cnc(Oc4ccccc4)nc3n(CCC#N)c2=O)c2ccccc21 | -1% | 1.4%[11.4 µM] | 5% | /
COc1ccc(CCNC(=O)Cc2c(C)c3cc4c(C(C)(C)C)coc4c(C)c3oc2=O)cc1OC | 12% | ? | -15% | -16%[10.9 µM]
CC1CCCN(c2nc3c(c(=O)[nH]c(=O)n3C)n2CCSc2ncccn2)C1 (stereo not drawn) | 1% | -1.3% | 0% | -1%
O=C(CC1Oc2ccccc2NC1=O)NCc1ccc(F)cc1 (stereo not drawn) | 4% | 2.7% | 5% | ?
CCCN1C(=O)C(Cc2nc3ccccc3c(=O)n2CC)c2ccccc21 (stereo not drawn) | 0% | 0.0% | -27% | -17%[10.9 µM]
COc1cc(C(=O)Nc2cc(Cl)ccc2C)c(-n2cnnn2)cc1OC | -1% | -0.2% | 0% | -4%
Cc1ccc2oc(-c3cc(NC(=O)Cc4ccccc4)ccc3Cl)nc2c1 | -14% | ? | -10% | -16%[10.9 µM]
COc1ccc(C2C=C(c3ccc(C)c(C)c3)Nc3ncnn32)c(OC)c1OC (stereo not drawn) | 8% | 0.3% | 5% | -23%
Cc1c(C(=O)NCc2ccc3c(c2)OCO3)oc2ccccc12 | -17% | ? | -1% | -8%
CCCN(CCC)C(=O)Cn1ccc(=N)c2ccccc21 | -8% | 1.1% | 15% | -22%
COc1ccc2nc(N3CCCC3)[nH]c2c1 | 8% | 2.2% | 7% | -44%[inhibitor]
CC(C)OCCCNC(=O)c1ccc(Cn2c(=O)c3cccn3c3cccnc32)cc1 | 9% | -0.4% | 18% | ?
CCOC(=O)N1CCC(N(CCOC)C(=O)Nc2ccc(Cl)c(Cl)c2)CC1 | 1% | ? | -2% | -13%

The listing continues:
molecule | p53ts 32C kill | IkB sig inh | p53ts 39C kill | Imprint erasure
CCn1c(NC(=O)c2cccs2)c(-c2cccs2)c(=O)c2ccccc21 | 8% | 0.5% | -1% | 0%
Cc1cc2nnc(SC(C)C#N)n2c2ccccc12 (stereo not drawn) | -2% | 0.6% | -3% | -9%
CC1CN(Cc2nc3c(c(=O)[nH]c(=O)n3C)n2CCCc2ccccc2)CC(C)O1 (stereo not drawn) | 1% | -0.8% | -3% | -10%
CCOC(=O)c1cccc(NC(=O)CSc2nnc(COc3ccccc3)n2CC)c1 | -22% | ? | -20% | -26%
COc1ccc(N2CCN(c3nc(=S)n(-c4ccccc4)c(C)c3C(C)=O)CC2)cc1 | 5% | 4.5% | 5% | -5%
COc1ccc(CNC(=O)Cn2c(SCC(=O)N(C)c3ccccc3)nc3ccccc32)cc1 | -6% | 1.4% | -18% | -10%[10.9 µM]
O=S(=O)(c1ccc(Cl)cc1)c1nc(-c2cccs2)oc1SCc1ccc(F)cc1 | 12% | ? | ? | -8%[10.9 µM]
CCCCCCCCCCCCCCCCCC(=O)O[C@H](CC(=O)O)C[N+](C)(C)C | ? | -8.1% | ? | /
Cc1ccccc1OCc1ccc(-c2nc(C#N)c(NCc3cccnc3)o2)o1 | 13% | -0.8% | -3% | -14%[10.9 µM]
CCc1ccccc1N(C)C(=O)c1cn(-c2cccc(OC)c2)c(=O)c2ccccc12 | 1% | -2.4% | 11% | -10%[10.9 µM]
CCN1CCN(CCCNC(=O)c2cnn(-c3ccccc3)c2C2CCN(C(=O)OC(C)(C)C)CC2)CC1 | -4% | 3.7% | -10% | -4%[10.9 µM]
COC(=O)c1sc(NC(=O)COc2ccccc2)nc1C | -7% | ? | -23% | -28%
COc1ccc(-c2onc(C)c2C)cc1S(=O)(=O)NCc1ccc(Br)cc1 | 21% | ? | -17% | -9%[10.9 µM]
Cc1cc2c(cc1C)NC(=O)CC(C(F)(F)C(F)(F)C(F)(F)F)=N2 | 7% | / | -4% | /
CCOc1ccc(-c2cc(C(=O)NCCCN3CCN(CC)CC3)c3ccccc3n2)cc1 | 13µM* | -0.6% | 13µM* | -14%
Cc1cc(C)nc(SCC(=O)Nc2cc(C)on2)n1 | 0% | -2.9% | 1% | 0%
Cc1ccccc1NC(=O)c1nc(-c2ccncc2)no1 | -3% | ? | 17% | -18%[10.9 µM]
O=C(CCCCC(=O)N1CCN(c2ccccc2)CC1)N1CCN(c2ccccc2)CC1 | -2% | 1.4% | 5% | -13%
Cc1ccccc1CN1C(=O)c2ccccc2Sc2ccc(C(=O)N3CCOCC3)cc21 | 16% | ? | -26% | 2%[10.9 µM]
COc1ccc(NC(=O)C2CCN(S(=O)(=O)c3ccc(OC)c(OC)c3)CC2)c(OC)c1 | 2% | 1.0% | 2% | 2%
O=C(Nc1cccc(C(F)(F)F)c1)C1CCN(c2nnc(-n3cccc3)s2)CC1 | -13% | -0.1% | 26% | -3%[10.9 µM]
CCc1ccccc1N1C(=O)C2CC(C)=C(C)CC2C1=O (stereo not drawn) | 0% | -0.2% | 5% | -3%
COc1ccc(C)cc1NC(=O)c1ccc(N(C)S(C)(=O)=O)cc1 | -12% | 1.3% | -9% | -17%
COc1cc(Cl)c(C)cc1NC(=O)C1CCCN(c2ncnc3onc(-c4ccc(F)cc4)c23)C1 (stereo not drawn) | 5% | -2.2% | 7% | 9%[10.9 µM]
Cc1nc2sccn2c(=O)c1S(=O)(=O)Nc1cc(C(F)(F)F)ccc1Cl | -4% | ? | -20% | -15%[10.9 µM]

Some of the entries so far, with values under each structure.
Below each SMILES – p53ts 32C kill	IkB sig inh	p53ts 39C kill	Imprint erasure
COc1cc(Cl)c(C)cc1NC(=O)C1CCCN(c2ncnc3onc(-c4ccc(F)cc4)c23)C1 (stereo not drawn)
→ 5%	-2.2%	7%	9%[10.9 µM]
Cc1nc2sccn2c(=O)c1S(=O)(=O)Nc1cc(C(F)(F)F)ccc1Cl
→ -4%	?	-20%	-15%[10.9 µM]
